# 697 NFkB inh – lowers PMA/ionomycin-induced NF-kB signal in 697 B cells; 697 B-cell NF-kB luciferase reporter, 16 h; inhibition, % at 4 µM; AID 435022; actives 0.33% (n = 330,000); in the data active means inhibition above about 35%
# SENP8 inh – blocks the human protease SENP8; purified SENP8, Z-RLRGG-aminoluciferin cleavage, luminescence; inhibition, % at 10 µM; actives 1.2% (n = 330,000)
# Target sequence (Q96LD8 whole entry, looked up): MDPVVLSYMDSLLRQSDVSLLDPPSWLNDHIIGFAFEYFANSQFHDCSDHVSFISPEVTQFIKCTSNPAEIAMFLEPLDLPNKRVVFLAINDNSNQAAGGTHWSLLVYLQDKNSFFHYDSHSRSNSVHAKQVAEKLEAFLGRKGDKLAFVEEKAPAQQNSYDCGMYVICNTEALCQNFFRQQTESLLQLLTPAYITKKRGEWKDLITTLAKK
# UBC13 polyUb – blocks human UBC13 polyubiquitin chain formation. P61088. TR-FRET. inhibition, % at 20 µM. actives 0.47% (n = 330,000); in the data active means inhibition above about 45%, passing the limit was not always enough
# Target sequence (P61088 whole entry, looked up): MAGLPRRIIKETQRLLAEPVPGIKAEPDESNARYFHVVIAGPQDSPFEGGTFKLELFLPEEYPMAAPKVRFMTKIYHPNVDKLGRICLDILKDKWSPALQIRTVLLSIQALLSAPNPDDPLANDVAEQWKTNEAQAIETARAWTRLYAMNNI
# HKDC1 inh – inhibitors of human hexokinase HKDC1 | actives 0.16% (n = 340,000) | inhibition, % at 20 µM | recombinant HKDC1, G6PDH/diaphorase resazurin coupled fluorescence | Q2TB90;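 active means inhibition above about 35% when tested at 20 µM, limit read from the data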;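 further: plate controls were DMSO wells with enzyme for no effect and DMSO wells lacking enzyme for full effect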
#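 Test system: recombinant HKDC1 (HK5) hexokinase enzyme, produced in-house; Amount: enzyme 5 µg/mL final; Buffer or medium: Tris pH 8.0 buffer with MgCl2, Tween-20, BSA, BME; Reagent: glucose and ATP substrates; Doses: 20 µM test compound, 1% DMSO; Incubation: 90 min reaction incubation at room temperature, dark; Detection: resorufin fluorescence at 613 nm.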
# SENP7 block – inhibitors of human SENP7 protease | Q9BQF6 | recombinant SENP7, Z-RLRGG-aminoluciferin luminescence, 40 min | inhibition, % at 5 µM | actives 1.5% (n = 330,000);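 active means inhibition above about 50% at the single test dose, limit read from the data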;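 further: plate controls were DMSO with enzyme for no effect and no enzyme buffer wells for full effect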
# Target sequence (Q9BQF6 706-1050 limits assumed): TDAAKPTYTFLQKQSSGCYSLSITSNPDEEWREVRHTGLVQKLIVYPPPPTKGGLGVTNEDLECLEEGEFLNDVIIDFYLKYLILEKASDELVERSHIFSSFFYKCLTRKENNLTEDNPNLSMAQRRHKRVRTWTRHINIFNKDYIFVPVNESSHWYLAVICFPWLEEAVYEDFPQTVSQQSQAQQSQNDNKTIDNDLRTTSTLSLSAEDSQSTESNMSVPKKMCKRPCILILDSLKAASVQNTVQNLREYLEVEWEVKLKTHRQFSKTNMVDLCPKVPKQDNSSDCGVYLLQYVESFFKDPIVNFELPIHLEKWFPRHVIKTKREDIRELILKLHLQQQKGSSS
# Apaf1 inhib – blocks human Apaf-1 apoptosome activity; actives 0.71% (n = 330,000); inhibition, % at 20 µM; AID 489030; reconstituted apoptosome caspase-3 activity, DEVD-Rh110 fluorescence; active means inhibition of at least 40% at 20 µM;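 further: plate controls were DMSO wells for no effect and DEVD-CHO caspase inhibitor wells for full effect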
#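 Material: biochemical Apaf-1 apoptosome reconstitution. Medium: Hepes buffer, pH 7.5. Also added: cytochrome c activation, bis-DEVD rhodamine 110 substrate. Timing: 30 min compound preincubation, 50 min activation, room temperature. Measured by: rhodamine 110 fluorescence at Ex 480/Em 540 nm.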
# Gli-Sufu block – Gli-Sufu pathway antagonism. Sufu-KO-LIGHT fibroblasts, Gli luciferase reporter luminescence. inhibition, % at 5 µM. actives 0.74% (n = 340,000). AID 588413;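 active means inhibition above about 55%, limit read from the data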;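 further: 0% = DMSO-treated cells and 100% = wells with medium but no cells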
# Jurkat NFkB inh – inhibitors of the PMA/ionomycin-induced NF-kB reporter in Jurkat cells; PMA/ionomycin-induced NF-kB luciferase reporter, luminescence; inhibition, % at 4 µM; actives 0.53% (n = 330,000); AID 435003
# The depositor's hits bear a star. Unless noted, no stated cut-off is given here; in the data, active means inhibition above about 50%; inactive means the rest. Outcome played no part in choosing rows; any-hit rate near 3.6%.
Molecule,697 NFkB inh,SENP8 inh,UBC13 polyUb,HKDC1 inh,SENP7 block,Apaf1 inhib,Gli-Sufu block,Jurkat NFkB inh
CC1CCN(C(C(=O)Nc2ccc3c(c2)OCO3)c2ccccc2)CC1 (stereo not given),8,5,2,5,-1,8,2,-10
Cc1sc2nc3n(c(=O)c2c1C)NC(=O)CC3,21,-1,-2,-3,8,-14,6,-7
CC(=O)Nc1cc(OC(=O)c2ccco2)cc(OC(=O)c2ccco2)c1,10,-6,-1,-2,15,1,-1,3
CCCCN(C(=O)c1ccc(NC(=O)C(C)C)cc1)c1ccccc1,-7,-5,9,0,-2,8,26,1
CN(CCO)c1ccc([N+](=O)[O-])cc1C(=O)O,-44,5,-8,1,4,5,-5,-22
Cc1ccc(C)c(N2CCN(C(=O)CCCn3ncn4c(cc5occc54)c3=O)CC2)c1,-20,0,-7,-1,-3,18,1,11
CC1CC2=C(C(=O)O1)C(c1ccc(Cl)cc1)Nc1ccccc1N2 (stereo not given),13,-3,1,-2,4,2,4,4
CCOc1ccccc1NC(=O)COC(=O)C(CC)c1ccccc1 (stereo not given),-15,-1,18,16,-5,16,0,-10
Cc1cccc(C)c1NC(=O)N1CC=CCC1,-1,-8,-1,-5,-7,11,0,-14
Cc1ccc(N(CC(=O)NCC2CCCO2)S(=O)(=O)c2ccc(Cl)cc2)cc1C (stereo not given),-10,3,-8,-6,10,21,5,12
CCOC(=O)c1ccccc1NC(=O)COC(=O)CCNS(=O)(=O)c1ccc(C)c(C)c1,2,-1,1,-1,-8,24,-10,14
CCn1c(O)c(C=Nc2ccccc2)sc1=S,-103,69*,2,-1,70*,5,-72,-80
COc1ccc(C2CC(=O)c3ccccc3O2)cc1 (stereo not given),-69,9,9,-2,5,-4,-54,-82
COC(=O)C[C@H]1c2cc(F)cc(F)c2S(=O)(=O)N1C1CCN(Cc2ccccc2)CC1,-11,-5,5,-7,-16,-1,10,-14
COc1ccc(C2=NOC(C(=O)NCc3ccc(F)cc3)C2)cc1OC (stereo not given),27,-4,11,-10,-5,-20,44,78*
CC(=O)Nc1cc(C(=O)N(C)Cc2ccco2)ccc1Sc1ccc(Cl)cc1,7,-11,-1,-6,-1,2,-10,0
CC(C)(C)c1n[nH]c(=S)n(N)c1=O,9,5,-1,-4,4,2,-17,3
NC(=O)COC(=O)c1cccnc1Nc1ccccc1F,16,-4,8,3,4,-14,4,4
CCN(C(=O)CCC(=O)N(CC)c1ccccc1)c1ccccc1,1,5,-2,9,7,8,-10,10
Nc1ncnc(Nc2cccc(C(F)(F)F)c2)n1,26,-4,7,-5,3,-16,0,-3

# Among those listed so far, these have an aryl methoxy group.
Molecule,697 NFkB inh,SENP8 inh,UBC13 polyUb,HKDC1 inh,SENP7 block,Apaf1 inhib,Gli-Sufu block,Jurkat NFkB inh
COc1ccc(C2CC(=O)c3ccccc3O2)cc1 (stereo not given),-69,9,9,-2,5,-4,-54,-82
COc1ccc(C2=NOC(C(=O)NCc3ccc(F)cc3)C2)cc1OC (stereo not given),27,-4,11,-10,-5,-20,44,78*

# Additional results follow.
Molecule,697 NFkB inh,SENP8 inh,UBC13 polyUb,HKDC1 inh,SENP7 block,Apaf1 inhib,Gli-Sufu block,Jurkat NFkB inh
COc1ccccc1Oc1nnnn1-c1ccc(C(N)=O)cc1,7,-1,2,-8,6,-14,-8,9
C=CCn1c(SCC(=O)Nc2c(C)n(C)n(-c3ccccc3)c2=O)nc2scc(-c3ccccc3)c2c1=O,8,6,8,1,4,10,8,2
CCN1C(=O)/C(=C/N2CCc3ccccc3C2)SC1=S,-44,3,1,-5,-9,7,-29,-32
CCOCCOC(=O)C1=C(C)NC(=O)NC1c1cc2c(cc1Br)OCO2 (stereo not given),2,12,2,-7,-3,1,-1,1
O=C(O)CC(NC(=O)C1c2ccccc2Oc2ccccc21)c1ccc(OC2CCCC2)cc1 (stereo not given),0,10,-5,-6,-3,-2,4,0
CCN(C(=O)c1ccc(Cl)c(S(=O)(=O)Nc2c(C)n(C)n(-c3ccccc3)c2=O)c1)c1ccccc1,0,-11,-17,-1,-5,10,-6,-4
O=C1NC(c2ccccc2O)Nc2ccccc21 (stereo not given),-25,-12,11,-3,-8,4,3,-15
O=C(CN1CCN(C(=O)C2COc3ccccc3O2)CC1)Nc1ccccc1 (stereo not given),13,-1,8,1,-3,-13,2,1
Cc1cc(=O)[nH]c(SCC(=O)NCCC2=CCCCC2)n1,5,2,-6,-3,3,12,2,-7
CCOC(=O)/C(=N\Nc1cccc(C(F)(F)F)c1)N1CCOCC1,-6,4,-6,6,10,1,-16,6
NC(=O)CCC(=O)N1CCCC(C(=O)c2ccc(C(F)(F)F)cc2)C1 (stereo not given),9,2,-1,-8,-8,-9,7,4
O=C1N[C@@H](c2ccccc2)COC(=O)[C@H](Cc2ccc(F)cc2)CC/C=C/C[C@H]1CC(=O)N(CCO)Cc1ccccc1,-9,0,7,1,7,28,3,4
Cc1ccc(S(=O)(=O)c2cnc(-c3ccccc3)nc2N2CCN(C)CC2)cc1,12,-1,21,-5,3,1,18,-1
Cc1cccc(N2CCN(C(=O)c3ccncc3)CC2C)c1 (stereo not given),7,-4,-9,2,-1,12,2,-2
COc1cccc2cc(-c3csc(CCn4nc(C)cc4C)n3)c(=O)oc12,-20,-3,4,3,5,-1,-4,-21
Cc1ccc(S(=O)(=O)N/N=C/c2ccc(OC3CSC3)cc2)cc1,-9,7,-2,-8,7,19,-43,-5
CC(C)(C)CC(=O)NCCc1csc(-c2ccccc2)n1,-23,1,-4,-1,2,-2,-7,-10
CCSc1nsc(NC(=O)Nc2cccc(OC)c2)n1,-8,8,9,2,-3,10,-17,-14
COc1ccc(C(=O)SC2=NCCS2)cc1OC,13,-19,-14,4,-11,11,6,-1
CCOc1ccc(C(=O)Nc2cc(NC(=O)c3ccc(OCC)c(Cl)c3)cc(C(=O)O)c2)cc1Cl,5,3,-8,-9,5,29,4,18
CN(C)C(=O)c1ccc(Nc2ncnc3sc4c(c23)CCCCC4)cc1,3,-1,10,-2,-4,1,22,13
Cc1cc(NC(=O)CSCC(=O)N(C)Cc2ccc(F)cc2)no1,24,0,19,-5,-1,16,2,0
CN(Cc1ccccc1)c1ncnc2sccc12,-22,5,1,-2,3,4,7,28
CC(C)[C@H](NC(=O)c1ccc(F)cc1)C(=O)NC1=NCCS1,11,-4,8,-3,2,-3,6,-8
CCN(CC)S(=O)(=O)c1cc(NC(=O)c2cc([N+](=O)[O-])ccc2N2CCOCC2)ccc1C,-10,3,-4,5,5,21,-7,-4
CSc1nnc(CSc2cc(C)nc(N(C)C)n2)o1,4,-3,6,-4,0,-14,34,14
N#Cc1nc(Cc2ccccc2)oc1N1CCC(Cc2ccccc2)CC1,-6,-10,-10,-6,-5,23,17,10
CCOc1cc(/C=N/NC(=O)CSc2nncn2C)ccc1OCc1ccccc1,4,3,1,-9,0,-5,-1,26
CCc1cc(C(=O)N2CCN(S(=O)(=O)c3ccc(Cl)cc3)CC2)sc1C,18,-18,-8,-5,0,25,6,6
COc1cccc(OC)c1OCCCCn1cnc2ccccc2c1=O,-9,-11,0,5,-7,-1,10,0
CCc1[nH]nc(C(=O)N2CCCC(Nc3cccc(F)c3)C2)c1C (stereo not given),-22,-10,1,-3,-8,5,-2,-28
Cc1ccc(S(=O)(=O)c2nc(S(C)(=O)=O)sc2N2CCCCC2C)cc1 (stereo not given),-26,-7,-3,1,16,12,1,2
Cc1ccc(S(=O)(=O)N2CCN(C(=O)CSc3nnc(C)s3)C2)cc1,10,4,4,8,-8,-10,-7,-11
Cc1ccccc1NC(=O)C(C)O/N=C/c1cccc([N+](=O)[O-])c1 (stereo not given),25,2,7,2,4,0,5,0
COc1ccc(C2=CSC3=NCCN23)cc1OC,4,-1,-2,5,-4,-6,5,-3
COCCn1c(N)c(N(Cc2ccccc2)C(=O)c2ccc(C#N)cc2)c(=O)[nH]c1=O,-1,1,5,-6,1,0,5,17
COc1ccc(NC(=O)CSc2nccn2Cc2ccc(F)cc2)cc1,-26,-15,0,-3,11,10,-3,16
O=C(c1cccnc1)N1CCN(S(=O)(=O)c2cccc(Cl)c2)CC1,1,-4,-3,-2,1,2,-2,-3
O=c1oc(-c2cccs2)nc2scc(-c3cccs3)c12,-57,-17,17,22,-26,19,8,-44
OC(CC#CCN1CCCCC1)(c1ccccc1)c1ccccc1,-6,7,5,4,3,0,1,-5

# The last two entries of the part above are carried over, then new ones follow:
Molecule,697 NFkB inh,SENP8 inh,UBC13 polyUb,HKDC1 inh,SENP7 block,Apaf1 inhib,Gli-Sufu block,Jurkat NFkB inh
O=c1oc(-c2cccs2)nc2scc(-c3cccs3)c12,-57,-17,17,22,-26,19,8,-44
OC(CC#CCN1CCCCC1)(c1ccccc1)c1ccccc1,-6,7,5,4,3,0,1,-5
O=C(CSC(=S)N1CCCC1)NCCc1ccccc1,13,1,0,-2,-2,-6,7,11
O=C(CSc1n[nH]c(-c2ccncc2)n1)NC1CCS(=O)(=O)C1 (stereo not given),1,5,0,-1,6,6,-9,13
c1ccc(CSc2ccc(-c3ccccn3)nn2)cc1,-187,4,13,-8,2,-11,-115,-160
CS(=O)(=O)c1nc([N+](=O)[O-])nn1CCCc1ccccc1,1,6,4,1,2,-5,0,14
COc1ccc(CCNS(=O)(=O)c2cccc3nsnc23)cc1OC,9,0,10,-2,3,-22,-4,-9
O=C1N(c2ccccc2)C(c2ccc(Cl)cc2)N2CCCN12 (stereo not given),4,-8,12,5,4,-2,-15,3

# As a short view, 5 of the compounds above.
Molecule,697 NFkB inh,SENP8 inh,UBC13 polyUb,HKDC1 inh,SENP7 block,Apaf1 inhib,Gli-Sufu block,Jurkat NFkB inh
OC(CC#CCN1CCCCC1)(c1ccccc1)c1ccccc1,-6,7,5,4,3,0,1,-5
O=C(CSC(=S)N1CCCC1)NCCc1ccccc1,13,1,0,-2,-2,-6,7,11
O=C(CSc1n[nH]c(-c2ccncc2)n1)NC1CCS(=O)(=O)C1 (stereo not given),1,5,0,-1,6,6,-9,13
c1ccc(CSc2ccc(-c3ccccn3)nn2)cc1,-187,4,13,-8,2,-11,-115,-160
CS(=O)(=O)c1nc([N+](=O)[O-])nn1CCCc1ccccc1,1,6,4,1,2,-5,0,14

# Source: PubChem BioAssay (Sanford-Burnham Center for Chemical Genomics)
